High-throughput results from PubChem.
CaV13 FRET inh: Disruptors of the CACNA1D IQ motif to Ca2+-dependent inactivation inhibitor domain association, primary screening, Förster resonance energy transfer in intact living …. HEK cells, CFP/YFP FRET ICDI-IQ, plate reader, 10 min; percent FRET-ratio fall versus neutral wells. inhibition, % at 12.3 µM. hit rate 0.098% among 340,000. AID 743397;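 active = mean replicate inhibition of at least 30% and at least 1% of replicates passing that level; inconclusive = only one of the two criteria is met; inactive = neither criterion is met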;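 also: 0% = median of the neutral control wells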
CF NFkB inh: cystic fibrosis NF-kB activation inhibition; KKLEB NF-kB-GFP reporter, PAF-induced, GFP fluorescence overnight; inhibition, % at 5 µM; hit rate 0.86% among 360,000;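 active = at least 50% inhibition at 5 µM, scaled per plate between neutral and stimulator controls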;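 also: PAF is a Pseudomonas aeruginosa culture filtrate used as stimulus; plate controls were PAF-stimulated DMSO wells for no effect and unstimulated DMSO wells for full effect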
PDI turbidity: PDI (human) enzyme inhibition; P07237; PDI insulin aggregation turbidity, A650, 90 min; inhibition, % at 10 µM; hit rate 0.052% among 350,000; AID 588391;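 active = mean inhibition across replicates of 30% or more, whatever share of single replicates reach that level; inconclusive = mean inhibition below 30% while every single replicate reaches 30%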;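 also: absorbance from insulin aggregation driven by PDI reduction with DTT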
Target sequence (P07237 whole entry, looked up): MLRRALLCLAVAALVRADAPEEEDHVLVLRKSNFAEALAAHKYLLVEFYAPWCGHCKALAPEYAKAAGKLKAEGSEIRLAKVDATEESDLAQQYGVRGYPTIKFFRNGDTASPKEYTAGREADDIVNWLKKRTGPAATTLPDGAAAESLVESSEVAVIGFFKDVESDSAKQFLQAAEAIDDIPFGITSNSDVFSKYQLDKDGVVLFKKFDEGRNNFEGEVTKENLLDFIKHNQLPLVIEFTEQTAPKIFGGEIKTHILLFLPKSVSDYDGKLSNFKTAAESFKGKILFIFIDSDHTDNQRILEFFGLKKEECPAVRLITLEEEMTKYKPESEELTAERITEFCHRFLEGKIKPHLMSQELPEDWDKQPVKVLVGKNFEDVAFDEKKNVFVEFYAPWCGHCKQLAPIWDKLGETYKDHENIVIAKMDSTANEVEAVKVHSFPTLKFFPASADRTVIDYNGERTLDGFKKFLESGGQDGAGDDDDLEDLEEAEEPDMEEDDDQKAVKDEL
MITF TRPM1 inh: MITF TRPM1 promoter inhibition in SK-MEL-5 cells; SK-MEL-5 TRPM1 promoter luciferase, 24 h; inhibition, % at 12.5 µM; hit rate 0.83% among 330,000; AID 488899;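 active = mean inhibition across replicates of 60% or more, whatever share of single replicates reaches that level; inconclusive = some that reach 60%, reason not given; inactive = mean inhibition across replicates below 60%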; also: values of inactives mirror those of a sister screen read the other way
NR2E3 ag-1: agonists of human NR2E3 nuclear receptor | inhibition of corepressor binding, % at 3.98 µM | Q9Y5X4 | AID 602229 | CHO-S Gal4-NCOR/VP16-NR2E3 two-hybrid, luciferase | hit rate 0.35% among 360,000;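 active = inhibition above the mean of all tested compounds plus 3 SD, cut at about 70% in these data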;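 also: 0% = DMSO with NR2E3 transfected cells and 100% = cells lacking NR2E3 construct; higher means lower luciferase signal from less NR2E3 corepressor binding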
Target sequence (Q9Y5X4 whole entry, looked up, the tested form may be a part): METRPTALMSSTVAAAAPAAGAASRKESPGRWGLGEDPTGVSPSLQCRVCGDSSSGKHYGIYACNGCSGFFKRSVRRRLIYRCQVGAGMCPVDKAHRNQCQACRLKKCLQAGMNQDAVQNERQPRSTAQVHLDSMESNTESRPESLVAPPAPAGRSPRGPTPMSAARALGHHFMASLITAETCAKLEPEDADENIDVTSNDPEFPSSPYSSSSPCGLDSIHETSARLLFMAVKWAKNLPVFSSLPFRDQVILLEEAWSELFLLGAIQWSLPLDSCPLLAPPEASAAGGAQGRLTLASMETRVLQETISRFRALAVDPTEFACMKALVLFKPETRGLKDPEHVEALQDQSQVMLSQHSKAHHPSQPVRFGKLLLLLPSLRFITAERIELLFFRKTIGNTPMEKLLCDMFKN
KKLEB cytotox: reduces viability of KKLEB cystic fibrosis airway cells; AID 602141; KKLEB CF airway cells viability, ATPlite luminescence, overnight; active compounds read low; cells stimulated with P. aeruginosa culture filtrate; hit rate 0.36% among 360,000; activity change (cytotoxicity), % at 5 µM;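 active = corrected activity change at or below -50% at 5 µM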
Peg3 promoter: reduces Peg3 promoter-driven luciferase expression in HeLa; inhibition, % at 20 µM; AID 588405; HeLa PEG-Prom luciferase reporter, luminescence, overnight; hit rate 1.7% among 360,000;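 active = inhibition of at least 50% at 20 µM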
NR2E3 ag-2: NR2E3 (human) agonism; inhibition of corepressor binding, % at 4.78 µM; GST-NR2E3/biotin-RetCOR TR-FRET, 1536-well; Q9Y5X4; hit rate 0.12% among 320,000; AID 2300;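 active = percent inhibition above the cutoff of mean plus 3 SD of all tested compounds, set per screening campaign, cut at about 20% in these data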;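 also: 0% = DMSO wells and 100% = biotin wells as full block of FRET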
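Assay system: NR2E3–RetCOR corepressor complex. Quantity: 1.35 nM GST-NR2E3. Buffer or medium: pH 7.5 Tris-based buffer. Reagent: biotinylated RetCOR corepressor at 7 nM final. Schedule: 5 h at 4 °C. Detection: TR-FRET, emission read at 617 and 671 nm. Replicates: one well per compound, singlicate testing.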
Shn3 3UTR inh: reduces Shn3 3'UTR luciferase signal in osteoblasts | Clone20 osteoblast Shn3 3'UTR firefly luciferase, 24 h | inhibition, % at 12.5 µM | hit rate 0.52% among 360,000 | AID 588674;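 active = mean inhibition of at least 75% with every replicate also reaching 75%; inconclusive = mean inhibition at least 75% but some replicate below; inactive = mean inhibition below 75%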;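 also: 0% = median of neutral control wells and 100% = pilot-screen positive control compound; some compounds past the cut are filed as inactive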
HIF-2a inh: blocks HIF-2a reporter activity; inhibition, % at 18.8 µM; AID 624352; hit rate 0.72% among 360,000; 786-0 RCC cells HIF-2a reporter, luciferase luminescence, overnight;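 active = inhibition of the luminescence signal of 40% or more relative to plate controls, in a single-dose primary screen at 18.75 µM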
Vif imaging: inhibitors of HIV Vif. HEK293T cells, Vif self-association by quenched fluorescence, imaging, 24 h. inhibition, % at 7.49 µM. hit rate 0.35% among 340,000; in the data active = inhibition above about 50%, passing the limit was not always enough; inconclusive = no clear call, values can overlap the other calls; inactive = below about 31%; also: some results filed as inactive read as strong as hits
* = called active by the depositor; u = inconclusive; x = no result given.

SMILES	CaV13 FRET inh	CF NFkB inh	PDI turbidity	MITF TRPM1 inh	NR2E3 ag-1	KKLEB cytotox	Peg3 promoter	NR2E3 ag-2	Shn3 3UTR inh	HIF-2a inh	Vif imaging
COc1cc(OC)cc(C(=O)Nc2cccc3ccccc23)c1	-9	1	6	10	3	-2	17	4	-3	28	-4
CCC(C)Sc1nc(C)nc2c1c(=O)n(C)c(=O)n2C (stereo not drawn)	-1	-10	x	x	0	5	-1	5	-39	16	-1
COc1ccccc1-c1nnc(SC(C)C(=O)O)n1-c1ccccc1 (stereo not drawn)	-6	-3	-1	1	-11	-2	3	0	16	13	16
COc1cc(C(=O)OCC(=O)Nc2ccccc2C(=O)NC2CC2)c([N+](=O)[O-])cc1OC	-5	15	22	-4	17	5	7	3	-1	7	6
COc1ccccc1NC(=O)CN(C)S(=O)(=O)c1cc(C)ccc1OC	-9	-3	19	-4	-19	12	2	-2	4	3	-4
O=C(Nc1ccc(S(=O)(=O)N2CCOCC2)cc1)c1ccc2ncsc2c1	-13	-3	5	-7	-142	-1	-117	2	-30	-111	-4
Cc1cc(C)c2c(=O)[nH]c(SCC(=O)c3ccc(F)c(C)c3)nc2n1	-6	-14	-12	5	-2	14	4	-1	-5	-3	7
COc1ccc(C2C(C(=O)c3ccco3)=C(O)C(=O)N2Cc2cccnc2)cc1OC (stereo not drawn)	-5	5	-1	3	-18	-1	-4	4	13	2	27
CN(C)CCNC(=O)c1ccc(-c2cn3c(-c4ccc(Oc5ccccc5)cc4)cnc3cn2)cc1	-13	2	-1	x	10	-7	100*	x	6	6	2
COc1ccccc1CC(=O)NC12CC3CC(CC(C3)C1)C2	-3	-4	-45	1	-15	-12	9	4	9	4	-5
Cc1nc2sc3c(O)cc(=O)[nH]c3c2c(C)c1C	x	-5	-12	7	-23	1	-19	-5	-19	1	9
CCn1c(SCC(N)=O)nnc1C(C)C	-3	-16	-1	-1	-25	22	-4	5	-71	4	5
Cc1ccc(NC(=O)c2cccc(Cl)c2)nc1	-7	-3	6	-31	-46	19	-99	4	-36	-120	16
N#CC(Cc1ccc(OC(F)F)cc1)c1nc2ccccc2[nH]1 (stereo not drawn)	-5	-17	2	-87	-26	2	-292	1	-94	-249	-1
COc1ccc(S(=O)(=O)NCCN2CCOCC2)c(C)c1C	-4	6	16	3	-39	4	7	2	-26	16	-8
CC(C)(C)NC(=O)CN1C(=O)/C(=C/c2ccccc2)SC1=S	5	6	-7	-4	3	-6	1	4	-8	18	-4
CC(=O)CCC(=O)NCCc1ccccc1F	x	10	-1	-1	-7	-2	0	-1	-14	-16	-26
O=C(CN1CCN(c2ccccn2)CC1)Nc1ccc(F)cc1	-6	0	9	-7	14	2	17	1	1	0	-6
Cc1ccc(C)c(NS(=O)(=O)c2c(C)nn(C)c2C)c1	-4	-20	37*	-7	-9	3	9	-2	6	5	11
CNC(=O)Nc1ccc(C2SCCS2)cc1	-4	7	-47	-9	-40	4	-37	-6	-23	-37	-20
O=C(C1CCCN(S(=O)(=O)c2cccnc2)C1)N1CCn2c1nc1ccccc12 (stereo not drawn)	-2	11	x	x	-2	-3	-5	0	-22	-16	12
CN1CCN(Cc2c(O)ccc3occ(C(=O)c4ccccc4)c23)CC1	x	16	18	15	-8	-16	4	-3	-10	9	8
O=C(NCC(O)c1ccccc1)c1cccc(S(=O)(=O)N2CCOCC2)c1 (stereo not drawn)	x	23	-6	-11	-8	-14	-31	-2	-15	-43	x
CC(C)n1nc(C(=O)Nc2ccc(-n3cnnn3)cc2)c2ccccc2c1=O	-17	7	-6	12	0	1	9	x	2	-7	u
CCOC(=O)C1=C(C)N(CCCC(=O)O)C(=O)NC1c1ccccc1 (stereo not drawn)	-10	3	-13	3	-6	-5	-6	2	-4	8	-4
CC(Cc1ccccc1)C(=O)N1CCN(C)CC1 (stereo not drawn)	-5	-1	-1	2	-24	-6	20	2	13	-4	-3
O=C(NC1CCC1)C1CCC(=O)N(Cc2cccc(F)c2)C1 (stereo not drawn)	-6	14	-1	-7	10	-19	-7	x	-3	-5	-9
Cc1cc(C(C)(C)C)cc(C)c1COC(=O)C1CCC(=O)N1 (stereo not drawn)	-5	0	-4	11	8	8	0	2	-6	5	-6
Cc1cc([N+](=O)[O-])c(C)cc1-c1ccc(/C=N/n2cnnc2)o1	-2	-42	9	1	-14	-3	-1	x	12	1	-4
CCc1nc2ccccc2c(C(=O)Nc2ccc(C)cc2)c1C	-2	-16	-1	-1	-5	2	4	x	-7	20	5
CC1=CCC(C(=O)O)C(C(=O)Nc2nc3ccc(S(C)(=O)=O)cc3s2)C1 (stereo not drawn)	-5	-8	1	-5	8	-24	8	0	-3	8	4
CN(C(=O)COc1ccc(Cl)cc1Cl)c1nnc(C23CC4CC(CC(C4)C2)C3)s1	-6	10	x	x	-73	-8	3	1	-7	10	x
O=C(O)C1CCN(C(=O)c2ccccc2N2C(=O)[C@@H]3Cc4c([nH]c5ccccc45)C(c4cccc(Cl)c4)N3C2=O)CC1 (stereo partly drawn)	x	1	x	21	-3	3	-4	2	4	4	3
O=C1C(Oc2ccc(Cl)cc2)C(c2ccc3c(c2)OCO3)N1CC1CCCO1 (stereo not drawn)	11	-6	-15	17	-45	21	37	5	19	15	-1
Nc1nc(-c2ccco2)nc(N2CCCCC2)n1	x	-11	-32	-9	12	-9	8	1	2	4	6
COc1cccc(OC)c1C(=O)N1CCNCC1	-5	-15	1	4	-9	-2	0	4	-9	15	-3
CCOc1ccc(N=C2NC(=O)S/C2=C\c2ccc(O)cc2)cc1	x	-10	12	-4	7	-22	1	-1	16	1	5
O=C1CC(N2CCN(C3CCc4ccccc4C3)CC2)C(=O)N1c1ccccc1 (stereo not drawn)	x	-6	0	-9	26	-5	12	-1	5	15	-1
CC1CN(C)C(C)CC1OC(=O)C(c1ccccc1)c1ccccc1 (stereo not drawn)	-2	-2	5	x	-6	-11	-3	2	-1	-7	22
Cn1c(=O)[nH]c2c(cnn2C)c1=O	-6	-6	11	15	3	20	-11	x	-14	2	9
CCCCCC1CCC(C(=O)NNC(=S)NCC)CC1 (stereo not drawn)	-9	-20	-3	13	8	-15	1	2	20	25	-2
CCN1CCN(C(=S)c2ccc(Br)cc2)CC1	-7	-8	-3	-9	6	6	14	2	3	11	15
Cn1cc([N+](=O)[O-])c(C(=O)NC2CCCC2)n1	x	10	2	9	15	8	7	x	-1	7	16
CC(=O)Nc1cccc(-n2nnc(SCC(=O)Nc3ccccc3)n2)c1	-19	7	4	-2	-21	25	-7	1	3	-13	5
C=CCNC(=O)/C(=C\c1ccc2c(c1)OCO2)NC(=O)c1ccc(Br)cc1	-2	0	-5	15	16	-1	10	1	-16	19	9
O=C(NCCN1CCC(Cc2ccccc2)CC1)C1CCCN(S(=O)(=O)c2cnc[nH]2)C1 (stereo not drawn)	-1	7	11	-4	-33	-5	6	3	2	0	3
CC(C)CCOc1ncnc2c1sc1nc3c(cc12)CSC(C)(C)C3	-8	13	-6	-26	-18	-3	-82	x	14	-65	2
CC1CCN(C(=O)Nc2ccc3nsnc3c2)CC1	x	-4	-2	-88	-55	5	-160	0	-20	-156	-4
COc1ccccc1NC(=O)N(Cc1ccco1)Cc1cc2c(C)ccc(C)c2[nH]c1=O	x	7	2	0	-12	-2	12	x	14	7	x
CCc1ccc(/C=C2/SC(=S)N(CCC(=O)Nc3ccc(C(=O)O)cc3)C2=O)cc1	-10	-1	-13	-10	1	6	-18	1	-9	10	3

Overlap with the part before: 2 entries; new compounds follow.
SMILES	CaV13 FRET inh	CF NFkB inh	PDI turbidity	MITF TRPM1 inh	NR2E3 ag-1	KKLEB cytotox	Peg3 promoter	NR2E3 ag-2	Shn3 3UTR inh	HIF-2a inh	Vif imaging
COc1ccccc1NC(=O)N(Cc1ccco1)Cc1cc2c(C)ccc(C)c2[nH]c1=O	x	7	2	0	-12	-2	12	x	14	7	x
CCc1ccc(/C=C2/SC(=S)N(CCC(=O)Nc3ccc(C(=O)O)cc3)C2=O)cc1	-10	-1	-13	-10	1	6	-18	1	-9	10	3
COCCN(CC(=O)NCc1ccc(F)cc1)C(=O)CCC(=O)Nc1nccs1	x	-3	5	9	-20	9	-2	4	19	7	-16
CCOC(=O)c1cc2c(ccc3nc(C)c(C)c32)[nH]c1C	-15	10	0	-19	-49	-11	-36	1	-5	-32	-10
Cc1ccc(C(=O)Nc2ccc(S(=O)(=O)N3CCN(C)CC3)cc2)cc1	x	5	14	-13	0	-3	-4	2	-2	-12	x
Cc1ccc(C)c(NC(=O)CSc2nc3ccccc3nc2N2CCOCC2)c1	-6	10	x	x	-33	13	26	4	-11	17	14
Cc1nn2c(-c3ccncc3)ccnc2c1Br	3	10	-8	5	-21	-1	-10	0	10	5	5
O=C(COc1cccc2c1CCNC2=O)NC1CCCCC1	x	6	-20	-5	-16	7	5	1	16	9	-1
CC(=O)c1ccc(N2CCN(CCC#N)CC2)c(F)c1	x	10	4	0	-14	1	11	-2	-4	17	12
Cc1ccc(C(=O)OCC(=O)NN2C(=O)NC3(CCC(C)CC3)C2=O)cc1 (stereo not drawn)	-6	5	4	-4	7	-6	-6	2	-11	6	-21
CCOc1ccc(S(=O)(=O)Nc2cccc(C(=O)N3CCN(c4ccccc4O)CC3)c2)cc1	-5	-2	-12	-7	28	-10	14	2	13	8	-25
O=C(Cc1cccs1)NNC(=S)NC(=O)c1ccccc1	-3	2	0	-4	14	4	-40	3	-10	-9	-13
C=CC(=O)N=c1sc2ccccc2n1-c1ccccc1	-6	57*	0	51	2	-33	98*	1	10	-38	23
CCCN1CCC(N2CCCC(C(=O)O)C2)CC1 (stereo not drawn)	-5	5	-1	-3	1	13	37	0	11	37	13
Cc1cccc(NC(=O)C2CCCN2S(=O)(=O)c2ccc3c(c2)n(C)c(=O)c(=O)n3C)c1 (stereo not drawn)	-7	-4	-1	x	-27	-21	5	-2	3	13	-4
CN(C)CCNC(=O)c1cc(Br)ccc1Cl	-6	-2	1	4	-21	6	5	-1	-12	28	10
COc1ccc(CCNC(=O)CN2C(=O)NC3(CCCCC3)C2=O)cc1	-12	35	1	2	-13	-16	-3	x	11	-3	17
Cn1ccnc1SCC(=O)Nc1nc2c(F)c(F)c(F)cc2s1	-4	-1	-4	-21	-34	7	-73	7	-34	-84	9
NS(=O)(=O)c1ccc(NC(=S)NC(=O)C2CCCCC2)cc1	-5	4	-3	-5	-24	-7	-6	0	-28	2	-5
Cc1cc(C)c(C)c(S(=O)(=O)N2CCC(C(=O)N3CCN(c4ccc(F)cc4)CC3)CC2)c1C	-2	-4	8	0	28	11	10	x	15	19	3
